Screening data as filed in PubChem.
Tn7 DDE FP = DD(E)-Tn7 binding inhibition, primary FP screen; inhibition, % at 8.3 µM; P02675; AID 720508; 370,000 compounds, 0.13% hits; FP displacement of FITC-Tn7 peptide from fibrin DD(E); 0% = median of compound wells per plate;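 active = inhibition above the mean of compounds falling within the control limits plus 3 SD of them, cut at about 14% in these data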;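 also: 0% = plate median of compound wells and 100% = 10 µM Aha-Tn7 peptide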
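Assay system: human fibrin DD(E). Input: DD(E) 2 µM final. Medium: Tris buffer with calcium and detergent, pH 7.8. Compound dosing: single point at 8.3 µM. Timing: 10 min plus 3 h, room temperature. Technique: fluorescence polarization of the labelled Tn7 tracer. Read-out: percent inhibition. Replicates: singlicate testing.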
ADAM17 inh = ADAM17 inhibition, QFRET primary screen; recombinant ADAM17, EDANS/DABCYL FRET peptide cleavage; inhibition, % at 6.95 µM; 370,000 compounds, 0.83% hits; AID 720648;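 active = inhibition above the mean of compounds lying between control limits plus 3 SD, set per campaign, cut at about 8.5% in these data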;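 also: 0% = DMSO-only wells as the low control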
Target sequence (P78536 215-824 limits assumed): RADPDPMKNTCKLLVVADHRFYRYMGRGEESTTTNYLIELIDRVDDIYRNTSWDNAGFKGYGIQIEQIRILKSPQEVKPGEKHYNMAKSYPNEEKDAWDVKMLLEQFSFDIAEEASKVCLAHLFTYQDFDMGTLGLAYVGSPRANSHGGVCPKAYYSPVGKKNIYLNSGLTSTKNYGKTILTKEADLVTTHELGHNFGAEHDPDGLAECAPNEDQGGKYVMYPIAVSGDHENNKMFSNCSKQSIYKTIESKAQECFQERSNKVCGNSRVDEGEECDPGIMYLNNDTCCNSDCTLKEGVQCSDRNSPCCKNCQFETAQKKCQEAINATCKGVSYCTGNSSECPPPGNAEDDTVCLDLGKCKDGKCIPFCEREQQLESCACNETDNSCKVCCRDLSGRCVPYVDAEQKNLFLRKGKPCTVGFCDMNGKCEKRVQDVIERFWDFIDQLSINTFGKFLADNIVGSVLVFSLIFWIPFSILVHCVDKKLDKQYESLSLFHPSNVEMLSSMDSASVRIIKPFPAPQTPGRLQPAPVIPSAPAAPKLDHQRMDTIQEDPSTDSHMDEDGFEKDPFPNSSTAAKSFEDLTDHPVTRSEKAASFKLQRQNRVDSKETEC
PLC-beta3 inh = PLC-beta3 (human) inhibition, primary screen; inhibition, % at 12.2 µM; AID 720704; 370,000 compounds, 0.18% hits; Purified PLC-beta3, fluorogenic substrate, fluorescence; in the data active = inhibition above about 11%;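 also: 0% = median of compound wells on plate and 100% = full blocker control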
PLC-gamma1 inh = inhibitors of human phospholipase C gamma1; purified PLC-gamma1, fluorogenic substrate, fluorescence; 370,000 compounds, 0.84% hits; AID 720700; inhibition, % at 12.2 µM; P19174; in the data active = inhibition above about 9.5%
ASAP1 GAP inh = inhibitors of human ASAP1 ArfGAP activity; inhibition, % at 16.5 µM; Q9ULH1; ASAP1-stimulated ARF1 GTP hydrolysis, GDP FP detection; 360,000 compounds, 0.19% hits; in the data active = inhibition above about 25%;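 also: 0% = vehicle with enzyme and substrate and 100% = no enzyme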
Target sequence (Q9ULH1 325-724 limits assumed): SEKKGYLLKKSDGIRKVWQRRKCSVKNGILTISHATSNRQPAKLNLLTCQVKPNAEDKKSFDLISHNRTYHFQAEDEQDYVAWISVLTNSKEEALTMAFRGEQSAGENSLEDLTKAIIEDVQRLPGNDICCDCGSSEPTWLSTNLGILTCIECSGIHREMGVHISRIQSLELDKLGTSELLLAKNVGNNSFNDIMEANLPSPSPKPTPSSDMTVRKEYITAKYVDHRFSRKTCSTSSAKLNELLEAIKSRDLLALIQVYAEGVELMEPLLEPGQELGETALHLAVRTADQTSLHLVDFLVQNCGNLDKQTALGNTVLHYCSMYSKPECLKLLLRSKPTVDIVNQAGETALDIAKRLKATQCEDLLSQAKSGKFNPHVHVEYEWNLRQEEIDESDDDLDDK
DDE Tn6 FP inh = disrupts Tn6 cyclic peptide binding to fibrin D-Dimer-E complex; Fibrin DD(E) TRITC-Tn6 fluorescence polarization displacement; inhibition, % at 8.3 µM; 370,000 compounds, 0.21% hits;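 active = inhibition above a per-campaign cutoff: mean of compounds within control limits plus 3 SD, cut at about 15% in these data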;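 also: 0% = median of all compound wells on the plate and 100% = blocking peptide control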
TDP2 inh = blocks human TDP2 phosphodiesterase activity; O95551; recombinant TDP2, T5PNP hydrolysis, p-nitrophenol absorbance 415 nm; inhibition, % at 12.8 µM; 370,000 compounds, 0.34% hits; AID 720702;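 active = inhibition above the mean of all tested compounds plus 3 SD, set per campaign, cut at about 25% in these data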;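 also: 0% = DMSO with enzyme and 100% = buffer with substrate but no TDP2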
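Material: recombinant human TDP2; quantity: TDP2 enzyme at 120 nM final; medium: Tris-HCl pH 7.5 with MgCl2; compound: single concentration, 12.8 µM nominal, with 1% DMSO; incubation: 2 h enzyme incubation at 37 °C; signal: epi absorbance; measure: percent inhibition; benchmarks: high control without enzyme, low control DMSO plus TDP2; repeats: singlicate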
ADAM10 inh = inhibits human ADAM10. recombinant ADAM10, EDANS/DABCYL FRET peptide cleavage, 3 h. inhibition, % at 7 µM. 370,000 compounds, 0.62% hits;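 active = inhibition above a per-campaign cutoff equal to the mean of compounds falling between control-based bounds plus 3 SD, cut at about 20% in these data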;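 also: 0% = DMSO wells while the 100% control is not disclosed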
ARFGAP1 inh = inhibitors of rat ARFGAP1; Q62848; Arfgap1-stimulated ARF1 GTP hydrolysis, GDP FP detection; inhibition, % at 16.5 µM; 360,000 compounds, 0.26% hits; AID 651572;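 active = inhibition above a per-plate limit, mean inhibition of low control wells plus 3 SD, cut at about 25% in these data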;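 also: 0% = DMSO wells with enzyme and 100% = wells lacking Arfgap1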
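Replicates: Single well per compound | Assay system: Truncated rat Arfgap1 GAP domain | Control set: No-Arfgap1 wells (100%) versus DMSO full-reaction wells (0%) | Times: Enzyme reaction 120 min at 25 °C after 20 min preincubation | Reagent: Human ARF1(Δ1-17)-GTP substrate | Measured by: Tracer-displacement fluorescence polarization with EDTA stop, 620/688 nm | Measure: Percent inhibition of Arfgap1-stimulated GTP hydrolysis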
SIAE primary = inhibitors of human sialic acid acetylesterase SIAE; Q9HAT2; SIAE FP-Rh probe binding, fluorescence polarization; inhibition, % at 9.66 µM; 370,000 compounds, 0.69% hits; AID 1053197;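 active = inhibition above a cutoff: mean of compounds within the control limits plus 3 SD of those, cut at about 17% in these data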;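 also: 0% = plate median of compound wells and 100% = probe without SIAE protein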
* hit, by the source's call; x = no result given; & = joins results of further samples.

Each structure is followed by: Tn7 DDE FP | ADAM17 inh | PLC-beta3 inh | PLC-gamma1 inh | ASAP1 GAP inh | DDE Tn6 FP inh | TDP2 inh | ADAM10 inh | ARFGAP1 inh | SIAE primary
#1 COc1ccc(/C=C(\C#N)c2nc3ccc(C)cc3[nH]2)cc1Oc1ccc(C(F)(F)F)cc1[N+](=O)[O-]
→ 4 | -4 | -19 | -12 | 7 | -1 | -8 | -3 | 4 | -4
#2 O=c1[nH]c2cc(Br)cnc2nc1/C=C(\O)c1ccc(F)cc1
→ -12 | -72 | -142 | -128 | -6 | -6 | -1 | -216 | 0 | -76
#3 COc1ccccc1/C=C/CN1CCN(Cc2ccc(F)cc2)C(CCO)C1 (configuration not stated)
→ 4 | -3 | -10 | 3 | 12 | 2 | -3 | 3 | 8 | 5
#4 CC(C)NC(=O)Nc1cccc2c1O[C@H](CN(C)C(=O)NC(C)C)[C@@H](C)CN([C@H](C)CO)C2=O
→ -2 | -1 | 1 | 2 | -2 | 1 | 7 | -2 | 5 | -1
#5 Cc1ccc(O)c(NC(=O)C2CCCN2C(=O)OCc2ccccc2)c1 (configuration not stated)
→ -6 | -1 | -2 | 3 | -2 | 3 | -14 | -1 | -2 | 7
#6 O=C(CNC(=S)N(Cc1ccccc1)Cc1cccs1)NCc1ccc(F)cc1
→ -2 | -2 | -7 | -3 | 2 | 0 | -5 | 2 | 11 | -8
#7 COc1ccc(OC)c(NC(=O)C2(C)CCN2C(=O)CC2CC2)c1 (configuration not stated)
→ 4 | 0 | 6 | 1 | 4 | 2 | 8 | 3 | 1 | -6
#8 COc1cc(NC(=O)c2ccc3c(c2)OCO3)ccc1NC(=O)c1cccs1
→ -3 | 1 | -1 | -4 | 7 | -8 | -8 | 2 | -5 | -2
#9 O=S(=O)(c1cccs1)N1CCC2(CC1)OCCO2
→ -1 | 2 | -3 | 2 | -1 | -8 | -2 | 8 | 11 | 2
#10 O=C1CC(c2ccsc2)c2ccc3ccccc3c2N1 (configuration not stated)
→ -6 | -6 | -2 | 0 | -6 | -2 | -4 | -6 | 3 | -7
#11 COc1ccc(N2CCN(C(c3ccc4ncccc4c3)c3nnnn3C(C)C)CC2)cc1 (configuration not stated)
→ 2 | -2 | -1 | 2 | 2 | 2 | -8 | 6 | 2 | 4
#12 CCOc1cc(C)c(S(=O)(=O)NC2CC(C)(C)NC(C)(C)C2)cc1C
→ 8 | 0 | 2 | 1 | -14 | -5 | 11 | -3 | -6 | -3
#13 COc1ccccc1-n1ccnc(SCC(=O)NCc2ccccc2)c1=O
→ 1 | -10 | -34 | -28 | 4 | -3 | -9 | -26 | 16 | 1
#14 COc1ccc(/C=C/c2c([N+](=O)[O-])c(=O)n(C)c(=O)n2C)cc1
→ -7 | -2 | -4 | 4 | 2 | 1 | -3 | -4 | 2 | -5
#15 COC(=O)C1=CN(c2ccc(OC)cc2)C=C(C(=O)OC)C1c1cc(OC)c(OC)cc1OC
→ -2 | -5 | -25 | -13 | -15 | 5 | 2 | -18 | 9 | 1
#16 Cc1sc2nc(CN3CCCC3)nc(N3CCN(S(=O)(=O)c4cccs4)CC3)c2c1C
→ -4 | -8 | -49 | -42 | -1 | -4 | -1 | -37 | -2 | -18
#17 c1ccc(C2(Cn3ccc4ccccc43)OCCO2)cc1
→ 9 | -3 | -5 | -3 | -2 | 1 | 2 | -2 | 8 | -9
#18 CCOC(=O)CC[C@@]1(C(=O)OCC)C[C@@H](CC(=O)NCc2ccc(C)o2)C(=O)N2CCCC=C21
→ -4 | -2 | 0 | 0 | x | 8 | 2 | -10 | x | -4
#19 CC(N=C1NS(=O)(=O)c2ccccc21)C(=O)Nc1ccc(F)cc1Cl (configuration not stated)
→ 12 | 0 | -8 | 1 | 2 | 1 | 1 | -26 | 4 | 1
#20 COc1ccccc1N1CCN(C(=O)C2CCN(C(=O)c3cccc(Cl)c3)CC2)CC1
→ 3 | -1 | -107 | 0 | 4 | 0 | -9 | 0 | -2 | 5
#21 CCCCOc1ccc(C2=NNC(=O)CC2)cc1
→ 1 | -4 | -4 | -1 | -2 | -5 | 6 | 1 | 0 | 0
#22 CCOC(=O)C1=C(C)NC(C)=C(C(=O)OC)C1c1cccc(Cl)c1Cl (configuration not stated)
→ 3&7 | -27&-19 | -204 | -136&-162 | 8 | 11&3 | 2&-11 | -79&-84 | 2 | -7&4
#23 Cc1ccc(C)c(N2CCN(C(=O)c3cccn4c(=O)c5sccc5nc34)CC2)c1
→ 0 | -40 | -205 | -151 | -7 | 4 | -8 | -104 | 4 | -15
#24 CCc1ccc(-c2ccc(SCC(=O)Nc3nnc(C)s3)nn2)cc1
→ 5 | -1 | -4 | 0 | -2 | 4 | 9 | 2 | -5 | -4
#25 COc1ccccc1CNS(=O)(=O)c1cc2c3c(c1)C(C)C(=O)N3CCC2 (configuration not stated)
→ 2 | -7 | -10 | 0 | -7 | 3 | -9 | -6 | -3 | 10
#26 CC(C)CCN1CC(C(=O)NCCC2=CCCCC2)CC1=O (configuration not stated)
→ -7 | -6 | 2 | 6 | -8 | -6 | -16 | -9 | 8 | 3
#27 Cc1ccc(S(=O)(=O)Cn2nnnc2C(CC(C)C)N2CCN(C3CCCC3)CC2)cc1 (configuration not stated)
→ 4 | -4 | -8 | 0 | -6 | -14 | -7 | -6 | 4 | 4
#28 CC1(C(=O)NCC2CC2)Cc2c(-c3cccc(C(N)=O)c3)ccnc2O1 (configuration not stated)
→ -3 | 2 | 5 | 5 | 11 | 0 | -4 | -16 | -9 | 2
#29 CCOC(=O)N1CCC(N(C(=O)Nc2ccccc2)C(C)CC)CC1 (configuration not stated)
→ 0 | -3 | 0 | 1 | -3 | -1 | -4 | 6 | -3 | -8
#30 CSc1nc(C)cc(SCC(=O)Nc2ccccc2)n1
→ 2 | 0 | -1 | -2 | 4 | 3 | 8 | 2 | -6 | -6
#31 CN(CC(=O)Nc1cccc(F)c1)C(=O)C1CCC(C(=O)N(C)CC(=O)Nc2cccc(F)c2)CC1 (configuration not stated)
→ 1 | -3 | -5 | -1 | 9 | -2 | 5 | -6 | -18 | -2
#32 COc1cc(/C=N/NC(=O)c2cccc(S(=O)(=O)N3CCCC3)c2)ccc1O
→ -2 | -5 | -10 | -1 | -7 | 5 | 6 | 3 | -7 | 2
#33 CC(=O)c1ccc(OCCCC(=O)N2CCN(S(=O)(=O)c3ccc(C)cc3C)CC2)cc1
→ 3 | -3 | -9 | -1 | -8 | 3 | 10 | -7 | -13 | 9
#34 CCCNC(=O)c1c(CSc2ccccc2)noc1C(=O)NCc1ccccc1
→ -4 | 4 | -2 | -1 | 14 | -6 | -10 | 2 | 23 | -2
#35 Cc1cc(C)n2c(SCc3cccs3)nnc2n1
→ 2 | 2 | 2 | 0 | -4 | 6 | -5 | 3 | 19 | -2
#36 COc1ccc(NC(=O)CN(C)C(=O)c2ccc(S(=O)(=O)Nc3ccccc3F)cc2)cc1
→ -3 | -7 | -5 | 1 | 3 | 3 | -2 | -2 | -1 | -11
#37 CCCCC(=O)Nc1nc(C)c(-c2csc(Nc3ccccc3OC)n2)s1
→ 1 | 1 | -15 | -7 | -2 | -2 | 0 | 13 | 3 | -8
#38 CSCCCNC(=O)Cn1nc(Cc2ccncc2)c2ccccc2c1=O
→ -3 | -2 | 2 | -1 | x | 4 | 2 | 0 | x | 0
#39 CCCc1cc(=O)n2[nH]c(SCc3ccccc3)nc2n1
→ -2 | 2 | -3 | -1 | 11 | 7 | -4 | -15 | -11 | 0
#40 C[C@@H]1CCCCO[C@H](CN(C)S(=O)(=O)c2ccc(F)cc2)[C@@H](C)CN([C@H](C)CO)C(=O)c2cc(NC(=O)Nc3ccc(C(F)(F)F)cc3)ccc2O1
→ 1 | 8.7* | -1 | -2 | 6 | -9 | 1 | 27* | 5 | -115
#41 Cc1nc(Nc2ccc(S(N)(=O)=O)cc2)sc1-c1ccccc1
→ 4 | -25 | -124 | -80 | 9 | -3 | 11 | -48 | -3 | 10
#42 O=C(NC1CS(=O)(=O)CC1NCc1ccccc1)c1ccccc1 (configuration not stated)
→ 1 | 2 | -4 | 1 | 2 | -6 | -7 | 5 | -1 | 1
#43 CC(C)c1nnc(NC(=O)CC(=O)Nc2ccccc2C(=O)O)s1
→ 0 | -8 | -5 | -3 | -12 | 7 | 10 | -21 | 12 | 2
#44 NC(=O)c1ccc(NC(=O)COc2cccc3ccccc23)cc1
→ -1 | 1 | -2 | 3 | -1 | -5 | 15 | 1 | 5 | -2
#45 CCN1C(=O)N(c2ccc(Cl)cc2)C(C)=CC1(C)C
→ 0 | -2 | 0 | -2 | -7 | -1 | 5 | 4 | 5 | 5
#46 CC(=O)Nc1cccc(OCCCNC(=O)C2CCC2)c1
→ -6 | -3 | -10 | 2 | -8 | -4 | 16 | 7 | -5 | -1

Compounds shown so far containing fluorine:
Each structure is followed by: Tn7 DDE FP | ADAM17 inh | PLC-beta3 inh | PLC-gamma1 inh | ASAP1 GAP inh | DDE Tn6 FP inh | TDP2 inh | ADAM10 inh | ARFGAP1 inh | SIAE primary
#1 COc1ccc(/C=C(\C#N)c2nc3ccc(C)cc3[nH]2)cc1Oc1ccc(C(F)(F)F)cc1[N+](=O)[O-]
→ 4 | -4 | -19 | -12 | 7 | -1 | -8 | -3 | 4 | -4
#2 O=c1[nH]c2cc(Br)cnc2nc1/C=C(\O)c1ccc(F)cc1
→ -12 | -72 | -142 | -128 | -6 | -6 | -1 | -216 | 0 | -76
#3 COc1ccccc1/C=C/CN1CCN(Cc2ccc(F)cc2)C(CCO)C1 (configuration not stated)
→ 4 | -3 | -10 | 3 | 12 | 2 | -3 | 3 | 8 | 5
#6 O=C(CNC(=S)N(Cc1ccccc1)Cc1cccs1)NCc1ccc(F)cc1
→ -2 | -2 | -7 | -3 | 2 | 0 | -5 | 2 | 11 | -8
#19 CC(N=C1NS(=O)(=O)c2ccccc21)C(=O)Nc1ccc(F)cc1Cl (configuration not stated)
→ 12 | 0 | -8 | 1 | 2 | 1 | 1 | -26 | 4 | 1
#31 CN(CC(=O)Nc1cccc(F)c1)C(=O)C1CCC(C(=O)N(C)CC(=O)Nc2cccc(F)c2)CC1 (configuration not stated)
→ 1 | -3 | -5 | -1 | 9 | -2 | 5 | -6 | -18 | -2
#36 COc1ccc(NC(=O)CN(C)C(=O)c2ccc(S(=O)(=O)Nc3ccccc3F)cc2)cc1
→ -3 | -7 | -5 | 1 | 3 | 3 | -2 | -2 | -1 | -11
#40 C[C@@H]1CCCCO[C@H](CN(C)S(=O)(=O)c2ccc(F)cc2)[C@@H](C)CN([C@H](C)CO)C(=O)c2cc(NC(=O)Nc3ccc(C(F)(F)F)cc3)ccc2O1
→ 1 | 8.7* | -1 | -2 | 6 | -9 | 1 | 27* | 5 | -115
